MEKK3 PB1 HTS – raises or lowers MEK5 binding to the human MEKK3 PB1 domain; Q99759; bead-based flow cytometry, Alexa488-MEK5 binding to MEKK3; actives lie on both sides; 0 = blocked by unlabeled MEK5, 100 = vehicle; binding response (% of control), % at 10 µM; 1.4% of 290,000 active;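 active means binding response more than 3 SD above or below the average of its plate-row segment, actives on both sides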;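 further: Alexa488 bead fluorescence after subtracting the streptavidin-only scavenger bead signal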
NALP1 inh – inhibitors of NALP1 inflammasome in yeast | S. cerevisiae NALP1/ASC/caspase-1 growth, X-gal OD620, 72 h | inhibition, % at 10 µM | 0.61% of 280,000 active | AID 2071; in the data active means inhibition mostly above about 24%, no sharp cut-off; inactive means mostly below about 32%; further: some compounds called inactive have numbers as strong as hits
IDE cell inh – inhibits human insulin-degrading enzyme in HEK cells. inhibition, % at 5.59 µM. 0.41% of 320,000 active. P14735. FAbetaB cleavage, fluorescence polarization;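 active means percent inhibition above the average of all tested compounds plus 3 SD, set per screening campaign, cut at about 16% in these data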;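 further: IDE supplied by intact live HEK cells; FP after avidin binding of uncleaved biotin substrate so inhibition keeps polarization high; 0% = DMSO wells and 100% = 60 µM reference IDE inhibitor Ii1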
Target sequence (P14735 whole entry, looked up): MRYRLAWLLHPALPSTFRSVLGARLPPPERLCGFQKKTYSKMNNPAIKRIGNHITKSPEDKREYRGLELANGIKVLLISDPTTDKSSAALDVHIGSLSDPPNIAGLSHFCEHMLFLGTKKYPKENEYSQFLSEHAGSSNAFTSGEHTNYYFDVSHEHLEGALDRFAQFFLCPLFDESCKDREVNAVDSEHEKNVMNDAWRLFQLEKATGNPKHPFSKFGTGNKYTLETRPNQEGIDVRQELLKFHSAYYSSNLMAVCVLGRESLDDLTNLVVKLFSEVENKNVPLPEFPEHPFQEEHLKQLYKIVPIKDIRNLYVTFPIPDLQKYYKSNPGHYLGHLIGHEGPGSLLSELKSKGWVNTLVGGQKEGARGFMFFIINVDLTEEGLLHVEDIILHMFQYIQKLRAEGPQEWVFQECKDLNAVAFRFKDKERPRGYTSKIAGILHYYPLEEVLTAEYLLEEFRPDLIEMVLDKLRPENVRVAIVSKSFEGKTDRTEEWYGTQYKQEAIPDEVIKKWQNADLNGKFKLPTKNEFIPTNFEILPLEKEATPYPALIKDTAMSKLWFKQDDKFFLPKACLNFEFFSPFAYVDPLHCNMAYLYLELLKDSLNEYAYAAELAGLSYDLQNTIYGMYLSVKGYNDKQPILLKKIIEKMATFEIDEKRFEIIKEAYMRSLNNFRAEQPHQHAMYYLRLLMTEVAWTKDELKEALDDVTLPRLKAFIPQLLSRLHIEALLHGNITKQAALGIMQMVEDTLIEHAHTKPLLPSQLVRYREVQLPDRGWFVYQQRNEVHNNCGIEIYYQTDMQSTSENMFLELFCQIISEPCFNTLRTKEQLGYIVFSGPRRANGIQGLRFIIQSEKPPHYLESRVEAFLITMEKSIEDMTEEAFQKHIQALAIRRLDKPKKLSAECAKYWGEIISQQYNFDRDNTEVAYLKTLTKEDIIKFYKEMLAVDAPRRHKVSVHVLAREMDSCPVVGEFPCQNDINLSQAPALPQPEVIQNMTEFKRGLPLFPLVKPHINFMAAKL
MEKK2 mut-MEK5 – signal of MEK5 binding to mutant human MEKK2 PB1 domain | 0.35% of 290,000 active | bead flow cytometry, Alexa488-MEK5 binding to MEKK2 mutant | AID 1530 | percent response, % at 10 µM; in the data active means percent response above about 24%, passing the limit was not always enough; further: inactives centre near 1; some results filed as inactive read as strong as hits; reference of the scale not given here
p-CIP stab down – lowers stability of the mouse p/CIP coactivator protein; 0.01% of 290,000 active; F442A p/CIP-EGFP cells, EGFP fluorescence, 16 h; AID 1984; decrease of EGFP signal, % at 10 µM;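 active means EGFP signal decrease of at least 30% at 10 µM or well 3 SD below plate mean, unless failing retest; inactive means the rest, including hits failing retest or dose response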; further: some compounds called inactive have numbers as strong as hits; many of its hits are not listed in these tables
UBC9 SUMO inh – inhibitors of human SUMOylation (UBC9); inhibition, % at 35 µM; 0.36% of 290,000 active; HTRF SUMOylation assay, SAE1/SAE2 + UBC9, in vitro; in the data active means inhibition above about 50%, passing the limit was not always enough; further: strong numbers were not always called active
IDE cell activ – IDE (human) activation, cell-based. P14735. HEK cells, FAbeta-B cleavage, fluorescence polarization; 0% vehicle, 100% cell-free pure enzyme wells. activation, % at 5.96 µM. 0.073% of 340,000 active. AID 493087;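 active means activation above the mean of all tested compounds plus 3 SD, set per screening campaign, cut at about 17% in these data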
M18AAP inhibitor – PfM18AAP enzyme inhibition; recombinant PfM18AAP, H-Glu-NHMec fluorogenic cleavage; inhibition, % at 7.35 µM; 1.2% of 290,000 active;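 active means inhibition above the campaign mean inhibition over all tested compounds plus 3 SD, cut at about 28% in these data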;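 further: 0% = plate median of test compound wells and 100% = 2 mM ZnCl2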
MEKK2 WT-MEK5 – raises or lowers MEK5 binding to wildtype human MEKK2 PB1 domain | bead flow cytometry, Alexa488-MEK5 binding to MEKK2 WT; actives lie on both sides | binding response (% of control), % at 10 µM | 1.1% of 290,000 active; in the data active means binding response below about 67% or above about 130%
Active calls of the source: *; / = not tested or not shown.

SMILES	MEKK3 PB1 HTS	NALP1 inh	IDE cell inh	MEKK2 mut-MEK5	p-CIP stab down	UBC9 SUMO inh	IDE cell activ	M18AAP inhibitor	MEKK2 WT-MEK5
CCOc1ccc(NC(=O)c2ccc3snnc3c2)cc1	78	4	3	-3	-6	13	-6	-2	93
O=c1oc2ccccc2c(Nc2cccc3cccnc23)c1[N+](=O)[O-]	96	20	0	-10	-16	69	5	16	89
CN(C)c1ccc(/C=N/NC(=O)CCc2nc3ccccc3[nH]2)cc1	90	8	3	-19	-12	14	4	-3	87
Cc1nc(NS(=O)(=O)c2ccccc2)sc1NC(=O)Nc1ccc(Cl)cc1	105	/	2	-5	-4	-6	4	2	98
COc1ccc(NC(=O)CSc2ccc3nnc(-c4ccccn4)n3n2)cc1OC	105	-3	2	9	-11	20	-2	-1	106
CC(C)(C)NC(=O)c1ccc2c(c1)C(=O)N(C1CCCCC1)C2=O	98	37	6	-3	-8	14	8	-2	94
Cc1cc(C)cc(C(=O)Nc2cccc(NC(=O)c3ccco3)c2)c1	100	26	/	-2	0	10	-15	-8	99
COc1ccccc1N1CCN(CC(=O)NCC2CCCO2)CC1 (stereo not given)	108	-1	5	5	6	8	2	4	106
COc1cc2c(cc1NC(=O)/C=C/c1ccccc1)oc1ccccc12	102	4	0	2	76	19	-3	3	110
Cc1cc2ccccc2nc1SCC(=O)Nc1nc(-c2ccccc2)cs1	100	-13	0	-3	-21	-4	5	-1	96
CCOc1ccc(N2CC(C(=O)NCc3ccccc3)CC2=O)cc1 (stereo not given)	102	-4	-3	1	6	2	-2	-3	102
Cc1nnc(Cl)c2nn(-c3ccccc3)c(C)c12	106	24	2	0	-1	0	3	2	105
COCCNc1nc(-c2cc3ccccc3o2)cs1	103	34	2	11	-26	11	5	0	103
CC(C)(C)C(=O)Nc1ccc(C(=O)NNC(=O)Cc2ccccc2)cc1	105	26	-2	9	2	2	5	0	110
O=C(CCCN1C(=O)/C(=C\c2ccccc2)SC1=S)Nc1cccc(C(=O)O)c1	97	18	-4	4	2	13	-1	-3	99
CC(C)c1ccc(NC2CCCN(C(=O)c3ccc4nccnc4c3)C2)cc1 (stereo not given)	106	17	1	5	7	4	6	4	103
CC(C)c1ccc(O)c(NC(=S)NC(=O)c2ccc3c(c2)OCO3)c1	98	4	3	-7	10	-26	5	11	87
O=C(O)COc1ccc2c(c1)CCCC2	97	9	2	1	-7	13	1	1	95
O=C(c1ccncc1)N1CCN(C2CCC(c3ccccc3)CC2)CC1 (stereo not given)	99	/	1	-6	6	-17	-1	5	96
Cc1ccc(/C(N)=N/OC(=O)N2CCOCC2)cc1	86	20	5	-7	0	-9	-1	-3	86
COc1ccc(-c2cc3ccc(OCc4nn[nH]n4)cc3oc2=O)cc1OC	100	7	6	-3	-29	28	8	5	97
Cc1nonc1NC(=O)c1ccc(Cl)c(S(=O)(=O)N2CCCCC2)c1	96	5	-2	0	-1	5	4	-1	98
CCCN(CC(=O)Nc1cc(Cl)cc(Cl)c1)CC(=O)Nc1ccc(F)c(F)c1F	99	17	7	17	3	-30	1	-2	165*
COC(=O)c1[nH]c2cccc(OC)c2c1NC(=O)CN1CC2(C)CC1CC(C)(C)C2 (stereo not given)	100	30	-5	0	-1	16	1	9	98
CC(C)c1cc(=O)oc2c3c4c(cc12)CCCN4CCC3	102	5	2	43	4	32	1	-1	87

(more compounds)
SMILES	MEKK3 PB1 HTS	NALP1 inh	IDE cell inh	MEKK2 mut-MEK5	p-CIP stab down	UBC9 SUMO inh	IDE cell activ	M18AAP inhibitor	MEKK2 WT-MEK5
CSCC[C@H](NC(=O)[C@H]1CC[C@H](CNC(=O)[C@@H]2CCCN2)CC1)C(=O)O	100	15	-8	1	6	7	2	-9	98
CCOC(=O)Cc1csc2nc(-c3ccccc3)nn12	105	5	0	7	12	0	0	-6	100
CSc1ccccc1NC(=O)CSc1n[nH]c(C)c1[N+](=O)[O-]	101	8	1	2	-2	-13	1	4	97
Cn1c(=O)[nH]c(=O)c2c1nc(NCCCO)n2Cc1ccc(F)cc1	99	32	5	1	-5	20	1	-2	100
O=c1[nH]c(CN2CCOCC2)nc2scc(-c3ccccc3)c12	96	-9	-6	-1	-1	15	7	-7	106
Cc1ccc(S(=O)(=O)N2CCCCC2)cc1NC(=O)CSc1nncn1-c1ccccc1	95	-15	8	107*	-1	15	-4	-6	/
CCN(c1ccc(NC(=O)COC(=O)c2cccs2)cc1)C(C)C	98	-6	3	2	-6	-13	3	10	106
CC(=O)Nc1ccc(NC(=O)c2ccc(CSc3ccccc3)o2)cc1	113	-2	1	-2	0	-2	1	7	105
COc1cccc(N2CCN(C(=O)c3ccc(CS(=O)Cc4ccccc4Cl)o3)CC2)c1 (stereo not given)	96	11	0	-7	5	-8	-1	-7	96
O=C(Cn1c2ccc(F)cc2c2nc3n(c(=O)c21)CCS3)NCC1CCCO1 (stereo not given)	98	-16	2	3	1	3	5	3	99
CCOC(=O)c1cnn2c(C(F)F)cc(C3CC3)nc12	98	-54	-1	0	-8	22	1	1	101
CN(C)c1ccc(/C=C/c2nc3ccccc3c(=O)n2CCO)cc1	109	6	5	9	-69	24	-8	0	108
Cc1ccc(Cl)cc1Nc1nc(N2CCOCC2)nc(N2CCOCC2)n1	100	10	1	-1	3	-5	4	2	95
CC1(c2ccc3ccccc3c2)NC(=O)N(CC(=O)O)C1=O (stereo not given)	98	40	-4	-7	-1	-9	4	-5	97
O=C(O)c1ccc(S(=O)(=O)c2ccc3c(c2)C(=O)N(NC(=O)c2ccccc2)C3=O)cc1	94	30	0	-7	-6	3	1	0	92
C[C@@H](NC(=O)C1(c2ccccc2)CCN(C(=O)OC(C)(C)C)CC1)C(=O)N[C@@H](C(=O)O)c1ccccc1	104	3	5	3	-12	-4	2	-5	101
CCn1c2ccccc2c2cc(NC(=O)COC(=O)c3cc(Cl)c(N)cc3OC)ccc21	95	/	0	-8	-3	10	2	0	95
O=C(NCC(Cl)c1ccc2ccccc2c1)c1c(F)cccc1F (stereo not given)	100	28	4	1	-22	20	7	-1	99
COc1ccc(C(=O)NC(=S)NCc2ccccc2)cc1	/	0	2	/	1	-11	2	11	/
Cn1c2c(c(=O)n(C)c1=O)CN(Cc1ccc(F)cc1)CN2	100	18	4	-2	-4	21	3	7	102
Cc1ccc(/C=C2\Oc3c(ccc(O)c3CN3CCN(C)CC3)C2=O)cc1	89	14	6	-13	-11	49	-3	5	83
CN(CC1CCOCC1)C(=O)CC1C(=O)NCCN1Cc1ccc(-c2ccccc2)cc1 (stereo not given)	106	-11	3	19	-17	12	-5	-11	134
Cc1cc([N+](=O)[O-])nn1CC(=O)NNC(=S)Nc1ccc(F)cc1	/	5	1	/	-1	4	6	14	/
Cc1cc(-c2ccccc2)nc2cc(C(=O)OC(C)C)nn12	105	19	7	2	0	10	-1	-2	103
Cc1ccc2c(c1)c1c3n2CCN(CC#N)C3CCC1 (stereo not given)	103	7	-4	1	-3	3	2	1	103

Entries of single compounds, looked up by structure. Order of screens: MEKK3 PB1 HTS	NALP1 inh	IDE cell inh	MEKK2 mut-MEK5	p-CIP stab down	UBC9 SUMO inh	IDE cell activ	M18AAP inhibitor	MEKK2 WT-MEK5
Cc1cc(-c2ccccc2)nc2cc(C(=O)OC(C)C)nn12 is entered as 105	19	7	2	0	10	-1	-2	103
CSCC[C@H](NC(=O)[C@H]1CC[C@H](CNC(=O)[C@@H]2CCCN2)CC1)C(=O)O is entered as 100	15	-8	1	6	7	2	-9	98
Cc1ccc2c(c1)c1c3n2CCN(CC#N)C3CCC1 (stereo not given) is entered as 103	7	-4	1	-3	3	2	1	103
Cn1c2c(c(=O)n(C)c1=O)CN(Cc1ccc(F)cc1)CN2 is entered as 100	18	4	-2	-4	21	3	7	102
Cc1ccc(Cl)cc1Nc1nc(N2CCOCC2)nc(N2CCOCC2)n1 is entered as 100	10	1	-1	3	-5	4	2	95

Further results follow.
SMILES	MEKK3 PB1 HTS	NALP1 inh	IDE cell inh	MEKK2 mut-MEK5	p-CIP stab down	UBC9 SUMO inh	IDE cell activ	M18AAP inhibitor	MEKK2 WT-MEK5
O=C(/C=C/c1ccco1)N1CCN(S(=O)(=O)/C=C/c2ccccc2)CC1	97	26	-2	-5	-8	13	-4	3	94
Cc1cccc(NC(=O)Nc2ccncc2)c1	102	4	-4	5	1	5	2	1	105
Cc1ccc(S(=O)(=O)N2CCN(c3nc4ccccc4nc3-n3nc(C)cc3C)CC2)cc1	95	6	0	-8	-7	9	3	3	84
CC(C)(C)c1ccc(Oc2ccc(NC(=O)c3ccco3)cn2)cc1	90	2	2	-10	-14	-14	-2	-2	92
COc1ccc(-c2[nH]c(-c3cc(OC)c4c(c3)OCO4)nc2-c2ccccc2)cc1	109	21	8	3	-14	-7	3	2	106
CC(=O)N/N=C(\C)CC(=O)Nc1cccc2c1CCCC2	100	11	0	2	-3	0	4	0	96
COc1ccc(-c2cc(C(N)=O)nc(N3CCCCCC3)n2)cc1	103	2	2	6	-6	32	3	5	102
COc1ccc(OCC(=O)NNC(=O)Nc2cccc(Cl)c2)cc1	107	4	/	3	-4	-1	-2	-14	104
CSc1ccccc1NC(=O)Cc1ccc(Br)cc1	91	26	1	-3	8	-17	3	-5	90
O=C(Nc1ccc(Br)cc1)Nc1ccccc1F	96	-10	4	-4	-22	15	6	3	93

Part of the list above, as labelled records.
> Cc1cccc(NC(=O)Nc2ccncc2)c1
  MEKK3 PB1 HTS: 102	NALP1 inh: 4	IDE cell inh: -4	MEKK2 mut-MEK5: 5	p-CIP stab down: 1	UBC9 SUMO inh: 5	IDE cell activ: 2	M18AAP inhibitor: 1	MEKK2 WT-MEK5: 105

> Cc1ccc(S(=O)(=O)N2CCN(c3nc4ccccc4nc3-n3nc(C)cc3C)CC2)cc1
  MEKK3 PB1 HTS: 95	NALP1 inh: 6	IDE cell inh: 0	MEKK2 mut-MEK5: -8	p-CIP stab down: -7	UBC9 SUMO inh: 9	IDE cell activ: 3	M18AAP inhibitor: 3	MEKK2 WT-MEK5: 84

> CC(C)(C)c1ccc(Oc2ccc(NC(=O)c3ccco3)cn2)cc1
  MEKK3 PB1 HTS: 90	NALP1 inh: 2	IDE cell inh: 2	MEKK2 mut-MEK5: -10	p-CIP stab down: -14	UBC9 SUMO inh: -14	IDE cell activ: -2	M18AAP inhibitor: -2	MEKK2 WT-MEK5: 92

> COc1ccc(-c2[nH]c(-c3cc(OC)c4c(c3)OCO4)nc2-c2ccccc2)cc1
  MEKK3 PB1 HTS: 109	NALP1 inh: 21	IDE cell inh: 8	MEKK2 mut-MEK5: 3	p-CIP stab down: -14	UBC9 SUMO inh: -7	IDE cell activ: 3	M18AAP inhibitor: 2	MEKK2 WT-MEK5: 106

The list is partial (hit frequency here may not be typical).
